Bioassay records: PubChem BioAssay, several laboratories
SR-BI DiI-HDL act: activators of SR-BI mediated DiI-HDL uptake, primary screen, ldlA[mSR-BI] CHO cells, DiI fluorescence. 3 h; 100 = double the neutral-control signal. activation, % at 12.5 µM. 320,000 tested, 0.096% active. AID 504775, 2011;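 active means mean replicate activation of at least 60% and every replicate at or above 60%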;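 further: 0% = median plate neutral-control signal and 100% = twice that signal; values of inactives mirror those of a sister screen read the other way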
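material = CHO ldlA[mSR-BI] cells | medium = Ham's F12 with 0.5% BSA, HEPES 25 mM, pH 7.4 | reagent = fluorescent DiI-HDL, 10 µg/mL final | compound dosing = single-point compound dose | incubation = 3 h, 37 °C | measured by = bottom-read fluorescence, 550/595 nm | measure = HDL uptake via cellular fluorescence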
CAL PDZ FP-1: CAL PDZ peptide-binding inhibitors, primary screen, biochemical, fluorescence polarization, Cer-tagged CAL PDZ, HTS | AID 504414, 2011 | purified CAL PDZ, TMR-peptide fluorescence polarization, 1 h | inhibition, % at 20 µM | 330,000 tested, 0.02% active;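 active means highest replicate inhibition of at least 40%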;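 further: plate controls were DMSO neutral control wells for no effect and unlabeled competitor peptide control wells for full effect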
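System: tagged CAL PDZ domain. Schedule: 1 h room-temperature incubation prior to read. Signal: fluorescence polarization (mP). Measure: percent inhibition from loss of millipolarization.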
AddAB inh: growth inhibition of E. coli expressing H. pylori AddAB, primary screen, AddAB inhibitor project, absorbance; inhibition, % at 11.9 µM; AID 435030, 2010; 330,000 tested, 0.29% active; in the data active means inhibition above about 12%;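 further: 0% = vehicle wells of infected cells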
CAL PDZ FP-2: untagged CAL PDZ binding inhibitors, primary screen, biochemical, fluorescence polarization, HTS; 300,000 tested, 0.92% active; inhibition, % at 24.9 µM; Golgi-associated PDZ and coiled-coil motif-containing protein (Homo sapiens), Q9HD26; AID 602252, 2012; purified CAL PDZ, TMR-peptide fluorescence polarization, 1 h;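 active means mean inhibition of at least 30% with at least half of replicates also reaching 30%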;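 further: 0% = DMSO neutral control and 100% = excess unlabeled competitor peptide PRC23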
Ecoli viability: E. coli V3065 growth inhibition, primary screen, counter-screen for AddAB inhibitor project, absorbance, OD600; 330,000 tested, 0.27% active; inhibition, % at 11.9 µM; AID 449728, 2010; 18 h;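 active means inhibition above the campaign's mean inhibition across all tested compounds plus 3 SD, cut at about 9.9% in these data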;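 further: uninfected addAB+ strain grown without phage in ampicillin broth; 0% = DMSO wells and 100% = ciprofloxacin 0.95 µg/ml wells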
MITF TRPM1 HTS: activators of MITF-driven TRPM1 promoter reporter, primary screen, cell-based, SK-MEL-5, luciferase, single point; AID 588334, 2011; activation, % at 12.5 µM; 300,000 tested, 0.75% active; SK-MEL-5 TRPM1-promoter luciferase, 24 h; % of positive control, neutral wells = 0;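 active means mean activation of at least 80% with every replicate also reaching 80%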;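 further: 0% = neutral control wells and 100% = parthenolide positive control wells; values of inactives mirror those of a sister screen read the other way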
Tat export inh: E. coli Tat export inhibitors, primary screen, MC4100, TorA-mCherry reporter, fluorescence, single point. inhibition, % at 10 µM. 340,000 tested, 0.036% active. AID 488895, 2010;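 active means mean replicate inhibition at least 50% and at least half of replicates individually reaching 50%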;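 further: exported cargo escapes ClpAP degradation while cytoplasmic cargo is degraded and loses fluorescence; 0% = median of neutral control wells and 100% = median of NaSCN control wells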
SR-BI DiI inh: inhibitors of SR-BI mediated HDL lipid uptake, primary screen, ldlA[mSR-BI] cells, fluorescence, single point. Scavenger receptor class B member 1 (Mus musculus), Q61009. ldlA[mSR-BI] CHO cells, DiI-HDL uptake fluorescence, 3 h. inhibition, % at 12.5 µM. 320,000 tested, 0.96% active;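 active means mean replicate inhibition of at least 70% and a set share of replicates each scoring 70 or more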;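 further: 0% = median of neutral control wells and 100% = median of positive control wells; values of inactives mirror those of a sister screen read the other way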
Target sequence (Q61009 whole entry, looked up): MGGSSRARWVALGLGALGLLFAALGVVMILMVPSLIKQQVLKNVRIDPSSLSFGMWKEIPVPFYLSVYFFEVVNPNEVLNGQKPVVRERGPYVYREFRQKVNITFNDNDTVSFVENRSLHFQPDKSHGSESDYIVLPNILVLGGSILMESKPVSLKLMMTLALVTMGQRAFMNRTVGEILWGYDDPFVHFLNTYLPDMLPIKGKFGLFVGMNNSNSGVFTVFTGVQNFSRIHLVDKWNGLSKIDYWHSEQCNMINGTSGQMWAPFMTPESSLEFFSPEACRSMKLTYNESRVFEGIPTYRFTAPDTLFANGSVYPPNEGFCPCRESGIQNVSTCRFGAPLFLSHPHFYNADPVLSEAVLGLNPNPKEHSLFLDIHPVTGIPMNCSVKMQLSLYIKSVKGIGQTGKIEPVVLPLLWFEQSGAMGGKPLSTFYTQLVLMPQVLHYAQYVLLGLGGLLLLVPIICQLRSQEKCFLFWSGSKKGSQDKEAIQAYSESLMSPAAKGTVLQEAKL
Wnt act: Wnt/beta-catenin pathway activators, primary screen, cell-based, plate reader, single point. Wnt/beta-catenin reporter cell assay, activator. activation, % at 9.35 µM. 300,000 tested, 1.2% active. AID 743398, 2014; in the data active means activation above about 30%, passing the limit was not always enough;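 further: 0% = neutral control wells and 100% = positive control wells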
phage Ecoli inh: growth loss of phage-infected E. coli, primary screen, RecBCD inhibitor project, absorbance, with phage, HTS. inhibition, % at 11.9 µM. AID 651602, 2012. 360,000 tested, 0.26% active; in the data active means inhibition above about 11%
* marks the source's active call; other numbers are inactive results; · = no result given.

The line under a structure holds: Wnt act	CAL PDZ FP-1	MITF TRPM1 HTS	Ecoli viability	SR-BI DiI-HDL act	AddAB inh	phage Ecoli inh	Tat export inh	CAL PDZ FP-2	SR-BI DiI inh
(1) Cc1cc(C(=O)CSc2nc3ccccc3c(=O)[nH]2)c(C)n1CC1CCCO1 (centres undefined)
→ -1	-1.5	28	-2.0	-6	2.4	4.4	-5	-1	6
(2) Cc1ccc(NC(=O)Nc2nc3ccccc3s2)cc1NC(=O)Nc1nc2ccccc2s1
→ 4	-1.2	3	-2.4	-24	-1.2	2.5	0	-2	24
(3) Cc1cc(C)nc(SCCS(=O)(=O)Cc2ccccc2)n1
→ 1	-1.2	4	-0.7	-2	0.9	-2.0	-5	0	2
(4) Cc1cc([N+](=O)[O-])nn1CC(=O)Nc1ccccn1
→ 5	-1.8	-8	1.4	34	1.2	2.5	9	-2	-34
(5) CCc1cccc2cc3c(N)c(C(=O)Nc4ccc(S(=O)(=O)N5CCCC5)cc4)sc3nc12
→ -13	-0.4	7	-0.8	-42	4.0	5.0	4	2	42
(6) O=C(Nc1ncccn1)c1ccc([N+](=O)[O-])cc1
→ 0	0.6	13	1.0	11	0.2	6.5	5	-2	-11
(7) O=C(COc1ccc([N+](=O)[O-])cc1Cl)NCC1CCCO1 (centres undefined)
→ -1	-1.7	-3	-2.5	10	1.8	4.5	-1	1	-10
(8) Cc1csc(NC(=O)CSc2ncn(-c3ccccc3)n2)n1
→ 6	-2.0	-1	0.9	0	1.6	2.0	2	3	0
(9) Cc1ccc(OCC(=O)NCCCNC(=O)c2ccccn2)cc1
→ -1	-2.0	6	-0.7	·	1.0	1.5	-8	-2	·
(10) CC1CN(c2nc3c(c(=O)n(C)c(=O)n3C)n2Cc2c(Cl)cccc2Cl)CC(C)O1 (centres undefined)
→ -2	-0.7	-2	1.8	·	2.9	2.8	2	-4	·
(11) CCOc1ccc(-c2csc(NC(=O)c3ccc(S(=O)(=O)N4CCc5ccccc5C4)cc3)n2)cc1
→ -2	0.3	1	0.6	-62	0.0	2.9	7	-3	62
(12) CC(C)C(C(=O)NCc1ccco1)N(C(=O)CNS(=O)(=O)c1ccc(Cl)cc1)C1CCCC1 (centres undefined)
→ ·	-0.3	5	1.5	-5	3.8	4.1	-1	1	5
(13) O=C(C[C@H]1C[C@H](C(=O)N2CCOCC2)[C@@]2(CCC3CCCC3)c3[nH]c4cc(-c5ccco5)ccc4c3CCN2C1=O)NCCC1=CCCCC1
→ ·	1.1	7	1.1	43	-3.1	·	2	-1	-43
(14) Cc1cc(C)c(C(=O)CC(=O)c2ccccc2Cl)c(O)c1
→ -2	0.2	7	1.0	-59	5.0	8.5	-1	·	59
(15) COc1ccc(C(C)=O)cc1CSc1ncccn1
→ 7	-0.4	0	1.7	-1	1.1	3.1	-5	-4	1
(16) C=CCn1c(CCNC(=O)c2cccs2)nnc1SCC(=O)Nc1cccc(C(C)=O)c1
→ ·	-1.8	-5	2.0	-14	0.6	1.5	-4	-3	14
(17) Cc1nn(C)c(C)c1/C=N/N=C1\CCC2C3CCc4cc(O)ccc4C3CCC12C (centres undefined)
→ ·	-0.7	8	-3.4	-5	-1.5	1.0	2	-2	5
(18) CSc1nnc(Cc2cc(=O)[nH]c(=O)[nH]2)n1-c1cc(C)ccc1C
→ ·	-1.2	3	1.2	70*	0.5	3.9	-2	2	-70
(19) O=C(c1ccc(O)cc1)c1ccc(O)cc1O
→ 2	-0.6	-1	0.9	-3	2.0	2.0	1	-2	8
(20) CN(CC(=O)NC1CCN(Cc2ccccc2)CC1)S(=O)(=O)c1ccc2c(c1)c(=O)n(C)c(=O)n2C
→ 0	-0.9	13	-0.6	18	-0.5	2.5	-2	·	-18
(21) O=C(O)Cn1c(SCCOc2ccccc2)nc2ccccc21
→ ·	-1.9	-15	-3.1	9	0.1	2.3	9	-18	-9
(22) CC1CCC(NC(=O)CCS(=O)(=O)c2ccc3c(c2)NC(=O)CS3)CC1 (centres undefined)
→ -1	0.3	9	1.8	-3	1.3	1.9	4	-3	3
(23) O=C(COC(=O)Cc1ccsc1)NCc1ccc(Cl)cc1
→ 4	-1.8	9	0.8	18	1.0	4.7	-1	-3	-18
(24) O=C(Cn1nc(C(F)F)cc1C1CC1)NCCC1=CCCCC1
→ ·	0.1	2	-0.7	2	0.4	0.6	-8	5	-2
(25) COc1ccc2c(c1)cc(C(=O)N[C@H](C(=O)N1CCC(C(=O)O)CC1)C(C)C)n2C
→ -1	0.2	2	1.4	6	-0.2	1.4	-3	8	-6
(26) Cc1noc(C)c1NC(=O)N(C)C[C@H]1Oc2c(NS(=O)(=O)c3cccs3)cccc2C(=O)N([C@H](C)CO)C[C@@H]1C
→ 2	0.4	-9	0.5	6	0.9	2.5	3	2	-6
(27) Cc1ccc(C)c(N2CCN(C(=O)CCc3nc(-c4ccccc4Br)no3)CC2)c1
→ 8	-2.2	59	0.2	-8	-0.6	2.6	8	·	8
(28) Cc1nc(SCc2nc3c(O)cccc3[nH]2)c2oc3ccccc3c2n1
→ 3	1.0	-3	-0.7	2	1.4	0.9	-5	-1	-2
(29) CC(=O)c1cc(C#N)c(NCc2cc(-c3ccccc3)no2)nc1C
→ 0	0.2	14	1.6	-12	2.8	2.4	0	-3	12
(30) O=C(COC(=O)c1cc(=O)[nH]c2ccccc12)NCc1cccc(Cl)c1
→ 1	-3.4	-1	2.3	21	1.9	2.4	-3	1	-21
(31) CCn1c(=O)cc(N2CCCCC2)[nH]c1=O
→ ·	0.3	1	-0.3	·	2.2	0.5	-4	-2	·
(32) COc1ccc(NC(=O)NC2CCN(C(C)C)CC2)c(OC)c1
→ ·	-1.5	-19	-1.1	16	1.3	2.0	-3	1	-16
(33) CSc1nc(-c2ccccc2)cc(C)c1C#N
→ -2	-3.3	2	1.6	-40	1.5	0.1	12	1	40
(34) CCc1ccc[n+](-c2nc([O-])sc2C=O)c1
→ 1	-0.9	·	1.5	-4	-1.4	2.9	-2	·	4
(35) CCC(=O)N1c2ccc(S(=O)(=O)NCCc3ccccc3)cc2CC1C (centres undefined)
→ -1	-1.7	-7	0.1	-1	2.3	0.4	0	-2	1
(36) O=C(Nc1ccccn1)c1sc2cccc(F)c2c1Cl
→ 10	-0.3	-10	-0.6	-13	-0.3	1.5	-2	-5	13
(37) Cc1ccc(SCC(=O)NC(=O)NCCC(C)C)c(C)c1
→ 41*	-3.9	7	-4.0	31	2.0	-2.8	6	-3	-31
(38) CC(C)C(=O)N1CCN(c2c(Cl)cccc2[N+](=O)[O-])CC1
→ ·	-1.4	9	0.6	-4	2.4	1.4	-14	-2	4
(39) Cc1ccnc(NC(=O)COC(=O)C23CC4CC(CC(C4)C2)C3)n1
→ 5	-0.8	0	1.2	-16	2.9	2.1	-2	9	16
(40) N#CCOC(=O)c1cc(S(=O)(=O)N2CCCCC2)ccc1N1CCOCC1
→ 10	0.3	-10	0.1	6	1.4	2.4	4	·	-6
(41) N#Cc1nc(-c2ccc(Cl)cc2)oc1NCCc1ccccn1
→ 36*	-1.3	27	0.4	-20	0.9	2.5	0	1	20
(42) Cc1cc2nc(C)c(Cc3ccccc3)c(=O)n2[nH]1
→ ·	-0.4	-3	2.9	8	5.5	5.2	8	-1	-8
(43) Cc1cccc(NC(=O)CCNS(=O)(=O)c2cccc3nsnc23)c1
→ -3	-1.3	·	2.0	11	0.8	2.9	-7	0	-11
(44) Cc1nc(SCC(=O)c2ccc(F)cc2)c([N+](=O)[O-])[nH]1
→ ·	-0.8	4	3.5	23	5.0	2.1	-4	-1	-23
(45) CCOc1ccccc1NC(=O)CCNC(=O)Cn1ccc2ccccc2c1=O
→ 4	-1.0	-7	2.1	·	0.6	-1.0	-8	-2	·
(46) CSc1nsc(NC(=O)Cc2ccccc2)n1
→ 4	-0.7	32	3.2	18	2.3	3.0	-6	-6	-18
(47) C=CCNC(=O)c1onc(CSc2cc(C)ccc2C)c1C(=O)O
→ 0	-1.7	2	0.2	12	3.2	1.8	-3	-1	-12
(48) Cc1ccccc1OCCn1c(CCNC(=O)C(C)C)nc2ccccc21
→ ·	-2.6	4	-0.4	10	1.2	2.0	-6	-2	-10
(49) CC1(c2nnc(Cc3ccccc3)o2)CC(c2c(Cl)cccc2Cl)=NO1 (centres undefined)
→ -2	-0.2	-1	2.9	4	2.2	1.9	-5	4	-4
(50) c1ccc(N2CCN(c3cnc4ccccc4n3)CC2)cc1
→ ·	0.1	55	1.2	-19	-0.5	4.7	9	-3	19
(51) Cc1[nH]c2ccccc2c1C(=O)C(C)Sc1nnc(C2CC2)o1 (centres undefined)
→ 2	-1.1	-8	-2.6	-8	-0.1	2.7	-6	-1	8
(52) O=[N+]([O-])c1ccc(Sc2cccc3cccnc23)c([N+](=O)[O-])c1
→ 22	-1.7	-76	-2.7	-29	-1.8	0.1	-7	·	29

Two compounds drawn at random from the list so far:
The line under a structure holds: Wnt act	CAL PDZ FP-1	MITF TRPM1 HTS	Ecoli viability	SR-BI DiI-HDL act	AddAB inh	phage Ecoli inh	Tat export inh	CAL PDZ FP-2	SR-BI DiI inh
(51) Cc1[nH]c2ccccc2c1C(=O)C(C)Sc1nnc(C2CC2)o1 (centres undefined)
→ 2	-1.1	-8	-2.6	-8	-0.1	2.7	-6	-1	8
(36) O=C(Nc1ccccn1)c1sc2cccc(F)c2c1Cl
→ 10	-0.3	-10	-0.6	-13	-0.3	1.5	-2	-5	13

Hits appear at their usual frequency; about 3.6% have a hit in one of these screens.
